STAT1 activator: activators of IFN-gamma induced STAT1 signaling. NIH 3T3 STAT1-luciferase reporter, luminescence; 100% = IFN-gamma alone, no compound. actives 2.6% (n = 200,000). activation (% of control), % at 5.5 µM. AID 932;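 active = activation above the screen-wide mean activation plus 3 SD, cut at about 130% in these data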;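 also: raw ratio to IFN-gamma control signal so 100% means no change and 0% no light; values of inactives mirror those of a sister screen read the other way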
STAT3 inh: inhibitors of IL-6 induced STAT3 signaling. U3A cells, IL-6 STAT3-luciferase reporter, luminescence; host cell line lacks STAT1. inhibition, % at 5.5 µM. actives 0.89% (n = 190,000). AID 862;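 active = inhibition above the mean inhibition across all screened compounds plus 3 SD, cut at about 44% in these data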;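 also: 0% = DMSO only wells and 100% = 100 µM nifuroxazide control wells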
FLuc inh counter: inhibits firefly luciferase, flagging false hits in luciferase inhibition screens | inhibition, % at 10 µM | P08659 | actives 1.5% (n = 200,000) | ATPLite firefly luciferase biochemical luminescence, 10 min;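 active = inhibition above about 50% when tested at 10 µM, limit read from the data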
Target sequence (P08659 whole entry, looked up): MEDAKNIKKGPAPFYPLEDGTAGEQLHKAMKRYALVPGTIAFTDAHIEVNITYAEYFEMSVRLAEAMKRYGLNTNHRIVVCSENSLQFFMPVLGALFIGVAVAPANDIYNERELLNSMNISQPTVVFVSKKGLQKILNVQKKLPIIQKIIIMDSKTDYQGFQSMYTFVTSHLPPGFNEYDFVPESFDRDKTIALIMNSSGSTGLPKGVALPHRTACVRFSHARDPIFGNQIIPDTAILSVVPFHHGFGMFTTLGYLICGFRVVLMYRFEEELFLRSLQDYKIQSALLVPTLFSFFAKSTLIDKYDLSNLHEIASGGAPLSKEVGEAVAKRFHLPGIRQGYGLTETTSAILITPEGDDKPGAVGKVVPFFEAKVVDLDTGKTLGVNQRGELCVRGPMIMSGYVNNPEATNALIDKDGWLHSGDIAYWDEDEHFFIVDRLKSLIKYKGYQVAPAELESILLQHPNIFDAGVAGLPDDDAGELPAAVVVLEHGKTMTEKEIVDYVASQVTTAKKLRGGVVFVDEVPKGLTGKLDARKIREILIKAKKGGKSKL
APP 5'UTR act: APP 5'UTR luciferase reporter activation; AID 1276; SH-SY5Y APP 5'UTR luciferase reporter, luminescence; zero percent = DMSO vehicle wells; activation, % at 2 µM; actives 1% (n = 190,000);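 active = activation above a set limit, based on mean plus 3 SD of controls, cut at about 140% in these data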; also: values of inactives mirror those of a sister screen read the other way
APP transl inh: APP translation inhibition. SH-SY5Y APP 5'UTR-luciferase reporter, luminescence. inhibition, % at 2 µM. actives 0.82% (n = 190,000);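 active = inhibition above a set limit, derived from the sample mean plus 3 SD, cut at about 45% in these data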; also: values of inactives mirror those of a sister screen read the other way
ROMK mod: modulates human ROMK potassium channel activity | P48048 | Tet-inducible ROMK, thallium flux fluorescence; actives lie on both sides | B-score at 10 µM | AID 1918 | actives 2% (n = 130,000);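 active = signal ratio slope over the read window, or its plate-corrected B-score, at least 3 SD from the plate mean, either direction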;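 also: B-score of the F/F0 ratio slope over 7 to 12 s after thallium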
Target sequence (P48048 whole entry, looked up): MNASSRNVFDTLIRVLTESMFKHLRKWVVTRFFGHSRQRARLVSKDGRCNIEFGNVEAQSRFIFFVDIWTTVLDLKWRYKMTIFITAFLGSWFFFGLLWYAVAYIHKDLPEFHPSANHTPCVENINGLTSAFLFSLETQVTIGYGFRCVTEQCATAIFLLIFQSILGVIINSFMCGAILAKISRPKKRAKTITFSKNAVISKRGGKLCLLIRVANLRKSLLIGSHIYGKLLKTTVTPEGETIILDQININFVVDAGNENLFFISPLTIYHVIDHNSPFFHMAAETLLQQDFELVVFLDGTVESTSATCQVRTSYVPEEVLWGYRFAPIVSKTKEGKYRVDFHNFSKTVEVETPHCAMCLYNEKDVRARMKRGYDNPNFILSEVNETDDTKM
NF-kB neuron act: raises NF-kB expression in human neuronal cells; actives 1.6% (n = 190,000); AID 1239; NF-kB reporter expression; hits give high values; fold change at 12.5 µM; in the data active = fold change above about 3.3
STAT1 inh: reduces IFN-gamma driven STAT1 reporter signal | NIH 3T3 STAT1-luciferase reporter, luminescence | inhibition, % at 5.5 µM | actives 0.35% (n = 200,000);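 active = inhibition above a set limit, the mean inhibition across all tested compounds plus 3 SD, cut at about 34% in these data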;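 also: 0% = IFN-gamma with DMSO and 100% = IFN-gamma with 300 µM nifuroxazide; values of inactives mirror those of a sister screen read the other way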
FLuc act counter: firefly luciferase counter-screen for stimulation assays. P08659. ATPlite luciferase biochemical, luminescence, 10 min; 0 = ATP-free wells, 1 = DMSO control. activation factor at 10 µM. 200,000 tested, under 10 active;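 active = luciferase activation factor, scaled between plate controls, of at least 2 with compound at 10 µM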
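Material: luciferase plus luciferin reagent, cell-free. Medium: PBS buffer for ATP. Also added: ATP substrate, dispensed from a 10.24 µM working solution in PBS. Doses: test compounds dosed from 2 mM stocks in 100% DMSO. Incubation: 10 min post-reagent at room temperature. Technique: light output (luminescence). Read-out basis: luminescence gain marking luciferase activators.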
STAT3 activator: increases IL-6 driven STAT3 reporter signal; actives 0.91% (n = 190,000); AID 871; U3A cells, IL-6 STAT3-luciferase reporter, luminescence; 100% = signal with IL-6 EC80 alone; activation (% of control), % at 5.6 µM;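 active = activation above the screen-wide mean of compound activation plus 3 SD, cut at about 130% in these data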;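 also: 0% = background luminescence of wells with medium and substrate only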
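Detection: reporter luminescence signal / Assay system: STAT1-lacking human U3A cells, STAT3 luciferase reporter / Incubation: compound pre-incubation 1 h before IL-6, then 6 h stimulation at 37 °C / Control set: IL-6-only high control / Read-out: % activation relative to IL-6 control / Probe or stimulus: Interleukin-6, 33 ng/mL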
Active calls of the source: *; / = no result given.

Every second line gives: STAT1 activator	STAT3 inh	FLuc inh counter	APP 5'UTR act	APP transl inh	ROMK mod	NF-kB neuron act	STAT1 inh	FLuc act counter	STAT3 activator
1. O=C(NC1CCCCCCC1)c1ccco1
→ 107	0	-4	4	-4	/	1.1	-8	1	104
2. Cc1cccc(-c2nc(CN3CCCC(C(=O)NC4CCCCC4)C3)c(C)o2)c1 (stereo unspecified)
→ 101	-8	-8	-3	3	-2.5*	0.64	-1	1.1	110
3. COc1ccc(/C(=N\Nc2ccccc2C(=O)O)c2ccccc2)cc1
→ 111	-3	22	15	-15	-0.1	1.4	-15	0.8	107
4. CCN(CC)c1ccc(CC(=O)NC(C)Cc2ccccc2)cc1 (stereo unspecified)
→ 101	13	-7	5	-5	/	1.1	-1	1.1	95
5. O=C(Nc1cccc(Cl)c1N1CCCC1)c1cccc(-c2cc3ccccc3oc2=O)c1
→ 114	-3	-2	25	-25	/	1.6	-16	1	107
6. O=C(CNC(=S)N(CCCN1CCOCC1)Cc1cccs1)NC1CC1
→ 110	6	-7	-9	9	0.018	0.86	-11	1.1	95
7. O=C(Oc1cccc2cccnc12)c1cccc(-n2cnnn2)c1
→ 100	6	-7	-1	1	/	1.1	0	1.1	98
8. c1ccc(-c2cn(-c3ccccc3)c3ncnc(N4CCCCC4)c23)cc1
→ 104	3	-4	-8	8	-1.5	0.51	-5	1	100
9. CC1(C)CC(CCC(=O)Nc2ccc(S(N)(=O)=O)cc2)C(=O)O1 (stereo unspecified)
→ 88	17	-6	-22	22	/	1.2	14	1.1	91
10. O=[N+]([O-])c1ccccc1/C=C/C=N/n1c(-c2ccccc2)n[nH]c1=S
→ 101	-2	-8	-10	10	0.8	1	-2	1.1	105
11. COc1cccc(-c2cc(C(=O)NCCc3ccccc3)no2)c1
→ 102	20	-2	-21	22	-0.086	1.1	-2	1	89
12. Cc1[nH]n(-c2ccc(Cl)cc2)c(=O)c1/C=N/c1nnc(-c2ccccc2)s1
→ 102	-12	42	18	-18	1.1	1.1	-3	0.6	107
13. Cn1c(SCc2nc3ccccc3[nH]2)nnc1-c1cnccn1
→ 98	0	-4	-13	13	-0.39	0.94	2	1	105
14. CC1=NNC(=O)C1CCC(=O)N/N=C\c1ccc(Cl)c(Cl)c1 (stereo unspecified)
→ 106	-7	-2	18	-18	0.078	1.1	-8	1	108
15. CCCCOC(=O)c1ccccc1N1C(=O)C2C3CCC(C3)C2C1=O (stereo unspecified)
→ 102	9	-4	-10	10	0.0033	1	-2	1	95
16. CC(C)C1Nc2ccc(S(=O)(=O)N3CCOCC3)cc2NC1=O (stereo unspecified)
→ 88	9	-1	15	-15	0.64	1.2	11	1	94
17. CCOC(=O)N1CCC(n2c(SCC(=O)NCc3ccco3)nc3ccsc3c2=O)CC1
→ 98	2	-5	0	0	/	0.84	3	1	102
18. O=C(NCCN1CCOCC1)c1cc2ccccc2[nH]1
→ 95	0	-5	8	-8	/	1.5	5	1	104
19. Cc1onc(-c2ccccc2Cl)c1C(=O)NC(=S)Nc1ccccc1C(N)=O
→ 91	12	-6	13	-13	0.12	1.2	10	1.1	91
20. COc1ccc(CNC(=O)c2ccc(=O)oc2)cc1OC
→ 99	2	-13	3	-3	0.62	1.1	1	1.1	100
21. COc1ccc(NC(=O)NNC(=O)c2ccc(Cl)cc2Cl)cc1OC
→ 99	2	-2	22	-22	0.8	0.97	1	1	103
22. COc1ccccc1NC(=O)Nc1ccccc1C(N)=O
→ 98	2	3	19	-18	/	0.93	2	1	98
23. Cc1[nH]n(-c2ccccc2)c(=O)c1/C=N/c1nn[nH]n1
→ 94	0	21	-1	1	0.12	1.1	4	0.8	102
24. NC(=O)N/N=C/C=C/c1ccccc1
→ 103	6	1	-5	5	0.0013	1.2	-4	1	97
25. O=C(COC(=O)/C=C/c1cccc(F)c1)Nc1ccc(Cl)cn1
→ 98	8	-3	4	-4	0.026	1	1	1	96
26. Fc1ccc(CSc2ncnc3c2oc2ccccc23)cc1
→ 109	1	2	1	-1	/	1.4	-11	1	98
27. Cc1noc(C)c1COc1cccc(C(=O)NCc2cccc(Cl)c2)c1
→ 97	19	-2	8	-8	/	0.81	4	1	88
28. CCOC(=O)c1c(NC(NC(C)=O)C(Cl)(Cl)Cl)sc2c1CCCC2 (stereo unspecified)
→ 102	-9	2	-8	8	0.19	1.2	-3	1	106
29. Cc1ccc(/C=N/NC(=O)CN(Cc2ccccc2)S(=O)(=O)c2ccc3c(c2)OCCO3)cc1
→ 94	2	-8	8	-8	/	0.74	7	1.1	98
30. CCc1ccccc1NC1=CC(=O)CC(C)(C)C1
→ 101	4	-4	28	-28	-0.017	0.95	-1	1	98

Twelve entries already listed, ordered by heavy-atom count, falling:
Every second line gives: STAT1 activator	STAT3 inh	FLuc inh counter	APP 5'UTR act	APP transl inh	ROMK mod	NF-kB neuron act	STAT1 inh	FLuc act counter	STAT3 activator
29. Cc1ccc(/C=N/NC(=O)CN(Cc2ccccc2)S(=O)(=O)c2ccc3c(c2)OCCO3)cc1
→ 94	2	-8	8	-8	/	0.74	7	1.1	98
17. CCOC(=O)N1CCC(n2c(SCC(=O)NCc3ccco3)nc3ccsc3c2=O)CC1
→ 98	2	-5	0	0	/	0.84	3	1	102
2. Cc1cccc(-c2nc(CN3CCCC(C(=O)NC4CCCCC4)C3)c(C)o2)c1 (stereo unspecified)
→ 101	-8	-8	-3	3	-2.5*	0.64	-1	1.1	110
8. c1ccc(-c2cn(-c3ccccc3)c3ncnc(N4CCCCC4)c23)cc1
→ 104	3	-4	-8	8	-1.5	0.51	-5	1	100
27. Cc1noc(C)c1COc1cccc(C(=O)NCc2cccc(Cl)c2)c1
→ 97	19	-2	8	-8	/	0.81	4	1	88
21. COc1ccc(NC(=O)NNC(=O)c2ccc(Cl)cc2Cl)cc1OC
→ 99	2	-2	22	-22	0.8	0.97	1	1	103
28. CCOC(=O)c1c(NC(NC(C)=O)C(Cl)(Cl)Cl)sc2c1CCCC2 (stereo unspecified)
→ 102	-9	2	-8	8	0.19	1.2	-3	1	106
25. O=C(COC(=O)/C=C/c1cccc(F)c1)Nc1ccc(Cl)cn1
→ 98	8	-3	4	-4	0.026	1	1	1	96
20. COc1ccc(CNC(=O)c2ccc(=O)oc2)cc1OC
→ 99	2	-13	3	-3	0.62	1.1	1	1.1	100
23. Cc1[nH]n(-c2ccccc2)c(=O)c1/C=N/c1nn[nH]n1
→ 94	0	21	-1	1	0.12	1.1	4	0.8	102
1. O=C(NC1CCCCCCC1)c1ccco1
→ 107	0	-4	4	-4	/	1.1	-8	1	104
24. NC(=O)N/N=C/C=C/c1ccccc1
→ 103	6	1	-5	5	0.0013	1.2	-4	1	97

The list goes on.
Every second line gives: STAT1 activator	STAT3 inh	FLuc inh counter	APP 5'UTR act	APP transl inh	ROMK mod	NF-kB neuron act	STAT1 inh	FLuc act counter	STAT3 activator
31. Cc1cc(C(=O)NC(C)C2CCCO2)cs1 (stereo unspecified)
→ 103	-3	-20	-11	11	/	1	-3	1.2	103
32. CCOC(=O)c1c(C)nc2c(c(SC)nn2-c2ccccc2)c1N
→ 103	14	-1	7	-7	/	1.1	-4	1	92
33. CCN(CC(=O)NCc1ccc(Cl)cc1)Cc1cc(=O)n2ccsc2n1
→ 83	6	-7	3	-3	1.6	1.6	17	1.1	96
34. Cc1cc(C)cc(NC(=S)/N=C(\N)Nc2nc(C)c3ccccc3n2)c1
→ 87	24	-4	-2	2	/	1	14	1	78
35. CC1CN(C2CCCCC2)c2nc3c(c(=O)[nH]c(=O)n3C)n2C1 (stereo unspecified)
→ 100	12	-4	3	-2	/	0.94	1	1	92
36. CCOc1ccc(N=CC2=C(O)CC(c3ccco3)CC2=O)cc1 (stereo unspecified)
→ 109	-11	-4	-1	1	-0.4	1.1	-10	1	107
37. CC(C)CC(=O)N=Nc1c(O)[nH]c2ccccc12
→ 114	11	-2	39	-39	0.014	1.5	-15	1	95
38. N#CCCNC(=O)CCN1CCCCC1
→ 95	7	-5	7	-7	-0.12	1	5	1.1	97
39. COc1ccccc1CNCC(=O)Nc1ccc(N2CCOCC2)cc1
→ 99	1	-8	6	-6	0.085	0.84	2	1.1	103
40. Cc1cc(Cl)ccc1NC(=S)NCc1ccccc1Cl
→ 102	2	3	-14	14	-0.03	0.98	-2	1	101
41. O=C(NCCc1ccccc1)C(NS(=O)(=O)c1cccc2nsnc12)c1ccccc1 (stereo unspecified)
→ 102	2	-7	1	-2	-0.42	1.3	-2	1.1	102
42. Cc1ccc(C(=O)c2cc([N+](=O)[O-])ccc2N2CCOCC2)cc1C
→ 110	-22	0	-93	93*	1.2	1.8	-11	1	122
43. CCN(CC)C(=O)C[n+]1cccc(/C=N/O)c1
→ 99	0	-4	17	-17	0.013	1.2	1	1	105
44. CCOC(=O)C(=Cc1ccc(F)cc1)C(=O)OCC
→ 79	-17	-12	3	-3	/	1.1	24	1.1	114
45. CNC(=O)c1cn(-c2ccccc2)c(=O)c2ccccc12
→ 100	3	-7	-8	8	/	1	0	1.1	102
46. Cc1nc(NC(=O)CSc2nnc(N)s2)c(Cl)cc1Cl
→ 104	-3	-1	1	-1	0.58	1.3	-7	1	103
47. CC1(C)C/C(=N\O)c2cc3c(nc2C1)CCCC3
→ 101	-1	2	1	-1	/	1	-1	1	103
48. O=C1NC(=O)C(CC(=O)N(Cc2ccco2)C2(C(=O)NC3CCCCC3)CCCCC2)N1 (stereo unspecified)
→ 92	4	-8	-8	8	0.24	1.4	6	1.1	101
49. Cc1ccc(CN(CC(=O)NC(C)(C)C)C(=O)CNC(=O)c2cccs2)cc1
→ 95	10	-5	7	-7	0	0.99	6	1.1	93
50. COc1ccc(OCC(=O)NCCc2c[nH]c3ccccc23)cc1
→ 97	4	0	11	-11	/	1.1	2	1	98
51. CCCc1cc(C(=O)Nc2cc(C)on2)no1
→ 108	17	13	13	-13	/	1.2	-9	0.9	93
52. Cc1nn2c(c1-c1ccccc1)N=C(c1ccco1)CC2c1ccccc1 (stereo unspecified)
→ 89	18	-5	27	-27	-0.54	1.7	12	1.1	89
53. O=C(O)CSc1nnc(COc2cccc3ccccc23)n1Cc1ccccc1
→ 101	5	0	12	-12	1	1.2	-1	1	101
54. O=C(CN1CCSC1=NCc1ccccc1)c1ccc(Cl)c(Cl)c1
→ 93	31	-2	4	-4	/	1.8	8	1	76
55. N#Cc1ccc(CSc2nnc(-c3cnccn3)o2)cc1
→ 102	15	-8	7	-7	-0.79	1.3	-3	1.1	90

A portion from further up, for reference:
Every second line gives: STAT1 activator	STAT3 inh	FLuc inh counter	APP 5'UTR act	APP transl inh	ROMK mod	NF-kB neuron act	STAT1 inh	FLuc act counter	STAT3 activator
1. O=C(NC1CCCCCCC1)c1ccco1
→ 107	0	-4	4	-4	/	1.1	-8	1	104
2. Cc1cccc(-c2nc(CN3CCCC(C(=O)NC4CCCCC4)C3)c(C)o2)c1 (stereo unspecified)
→ 101	-8	-8	-3	3	-2.5*	0.64	-1	1.1	110
3. COc1ccc(/C(=N\Nc2ccccc2C(=O)O)c2ccccc2)cc1
→ 111	-3	22	15	-15	-0.1	1.4	-15	0.8	107

Bioassay records deposited in PubChem BioAssay by several laboratories.
